Bioassay records from PubChem.
FBW7 activator: human FBW7 E3 ligase activation, primary screen. Q969H0. AlphaScreen FBW7–phospho-cyclin E peptide binding, activator screen. normalized activity (activation), % at 26.1 µM. hit rate 0.13% among 650,000; in the data active = normalized activity above about 1.9%;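 note: purified mutant Fbw7 with reduced substrate affinity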
GPR151 ag: activates the human receptor GPR151 | PathHunter beta-arrestin GPR151 cells, luminescence | hit rate 1% among 650,000 | activation, % at 11.2 µM | Q8TDV0; in the data active = activation above about 4.9%;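 note: 0% = median of compound wells and 100% = cells with positive control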
Target sequence (Q8TDV0 whole entry, looked up): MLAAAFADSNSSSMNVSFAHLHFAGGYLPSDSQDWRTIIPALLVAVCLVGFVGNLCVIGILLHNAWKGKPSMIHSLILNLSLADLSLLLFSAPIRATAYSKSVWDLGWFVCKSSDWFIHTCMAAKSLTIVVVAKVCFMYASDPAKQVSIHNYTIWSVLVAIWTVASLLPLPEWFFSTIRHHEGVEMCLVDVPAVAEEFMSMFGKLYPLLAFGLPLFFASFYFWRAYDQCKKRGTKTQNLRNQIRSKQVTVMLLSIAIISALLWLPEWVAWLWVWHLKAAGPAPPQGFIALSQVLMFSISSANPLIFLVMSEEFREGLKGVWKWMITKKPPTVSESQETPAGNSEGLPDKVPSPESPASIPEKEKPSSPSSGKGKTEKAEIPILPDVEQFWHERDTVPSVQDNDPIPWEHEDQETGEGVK
TEAD-YAP block: TEAD-YAP interaction inhibition. HEK-TIYL cells, TEAD-Gal4/YAP UAS-luciferase luminescence. inhibition, % at 9.12 µM. hit rate 1.4% among 640,000. AID 1259422; in the data active = inhibition above about 32%;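 note: 0% = median of test compound wells and 100% = reference inhibitor wells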
MITF primary: blocks human microphthalmia-associated transcription factor. O75030. AlphaScreen MITF homodimerization, bead proximity signal. inhibition, % at 2.6 µM. hit rate 0.91% among 650,000. AID 1259374; in the data active = inhibition above about 50%;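 note: 0% = vehicle wells with protein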
Target sequence (O75030 whole entry, looked up): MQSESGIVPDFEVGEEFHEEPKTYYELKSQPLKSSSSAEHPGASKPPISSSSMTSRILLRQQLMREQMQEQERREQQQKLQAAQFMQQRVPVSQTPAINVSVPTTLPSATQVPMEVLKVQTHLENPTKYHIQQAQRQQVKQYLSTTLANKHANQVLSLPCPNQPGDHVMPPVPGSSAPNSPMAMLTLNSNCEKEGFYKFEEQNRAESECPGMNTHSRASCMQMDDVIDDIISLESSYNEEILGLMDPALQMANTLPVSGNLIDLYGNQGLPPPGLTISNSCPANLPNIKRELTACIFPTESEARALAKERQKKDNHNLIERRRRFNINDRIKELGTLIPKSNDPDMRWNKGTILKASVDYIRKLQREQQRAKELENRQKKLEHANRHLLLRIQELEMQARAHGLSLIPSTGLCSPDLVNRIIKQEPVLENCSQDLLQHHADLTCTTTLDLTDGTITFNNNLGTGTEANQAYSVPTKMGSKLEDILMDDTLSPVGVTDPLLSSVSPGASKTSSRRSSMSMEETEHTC
Numbers without * were called inactive.

Results follow in this order: FBW7 activator	GPR151 ag	TEAD-YAP block	MITF primary
FC(F)(F)CNc1ccc(-c2cccnc2)cn1
    -0.1	1.7	-39	1
COc1cccc(COc2ccc3c(C)c(CC(=O)O)c(=O)oc3c2C)c1
    0.2	0.0	5	-17
C=CCNC(=O)N1CCN(c2nc3ccc(C)cc3[nH]2)CC1
    0.3	3.0	-15	15
O=C(c1ccncc1)N1CCN(Cc2ccccc2F)CC1
    -0.2	-0.8	-5	78*
CCN(CC)CCCN1C(=Nc2cccnc2)SCC1(O)c1cccs1 (stereo not given)
    -0.3	0.8	-6	5
N#C/C(=C\c1ccc(O)cc1)c1nc(-c2cc3cc(Cl)cc(Cl)c3oc2=O)cs1
    -0.1	0.0	-3	-3
C=CCn1c(N=Nc2c(O)[nH]c3ccccc23)nc2c1c(=O)[nH]c(=O)n2C
    1.2	-0.6	10	1
O=C1CCCN1CCn1cnc2c(NCc3nc4ccccc4[nH]3)nc(Nc3ccncn3)nc21
    0.0	-0.3	-9	6
COc1ccc2c(c1)CCc1c(C(=O)Nc3ccc(OC)cc3OC)noc1-2
    -0.1	1.2	0	0
O=C(Nc1cccc(N2CCC(NCCCn3cccn3)CC2)c1)c1ccncc1
    0.4	-0.8	3	24
CCC(=O)Nc1c(C(=O)Nc2ccc(F)c(Cl)c2)oc2ccccc12
    0.1	1.6	9	0
CSc1ncc(CN2CCC(n3nccc3NC(=O)Nc3ccccc3C)CC2)cn1
    0.0	2.0	0	-3
Nc1nc(SCC(=O)Nc2cccc(S(=O)(=O)N3CCCCCC3)c2)n[nH]1
    0.1	0.7	2	2
CCOC(=O)C1(CCCc2ccccc2)CCN(C(=O)Cc2c(C)noc2C)CC1
    -0.1	1.2	9	1
Cc1ccc(-c2cc(C(=O)OCC(=O)c3ccc(Cl)cc3)c3ccccc3n2)cc1
    -0.1	0.4	12	2
CC1CCC(C(C)C)C(OC(=O)CSc2nnnn2C)C1 (stereo not given)
    0.0	0.1	-4	-13
CN1CCN(C(=O)c2ccc(-c3nc4ncnc(NC5CCN(Cc6ccccc6)CC5)c4[nH]3)cc2)CC1
    -0.3	-0.4	-9	-3
COc1cccc(OC)c1C(=O)Nc1nc2c(Cl)cccc2s1
    0.0	1.4	12	0
O=C(NC(=S)Nc1ccccc1N1CCOCC1)c1ccccc1F
    0.0	-1.3	11	-26
Cc1c(C(=O)Nc2cnccn2)oc2ccccc12
    0.3	-0.1	-11	8

Full records as entered above. Order of screens: FBW7 activator | GPR151 ag | TEAD-YAP block | MITF primary
Listed for `COc1ccc2c(c1)CCc1c(C(=O)Nc3ccc(OC)cc3OC)noc1-2` → -0.1 | 1.2 | 0 | 0
Listed for `Nc1nc(SCC(=O)Nc2cccc(S(=O)(=O)N3CCCCCC3)c2)n[nH]1` → 0.1 | 0.7 | 2 | 2
Listed for `Cc1ccc(-c2cc(C(=O)OCC(=O)c3ccc(Cl)cc3)c3ccccc3n2)cc1` → -0.1 | 0.4 | 12 | 2
Listed for `N#C/C(=C\c1ccc(O)cc1)c1nc(-c2cc3cc(Cl)cc(Cl)c3oc2=O)cs1` → -0.1 | 0.0 | -3 | -3

Further structures follow.
Results follow in this order: FBW7 activator	GPR151 ag	TEAD-YAP block	MITF primary
Cc1ccccc1NC(=O)c1ccccc1NC(=S)NC(=O)c1cccnc1
    -0.1	1.1	-2	0
COc1cccc(N2C(=O)/C(=C/C=C/c3ccccc3[N+](=O)[O-])C(=O)NC2=S)c1
    0.6	0.1	0	-1
Cc1ccc([N+](=O)[O-])cc1S(=O)(=O)ON1C(=O)c2ccccc2C1=O
    -0.4	-1.0	3	-8
C=CCOc1ccc(/C=C2\SC(=S)N(CCOC)C2=O)cc1
    0.2	-0.1	2	-6
N#Cc1c(F)cccc1Sc1ccccc1N
    -0.1	0.7	-1	9
CCOCCCNC(=O)c1cc(Sc2ccc(Cl)cc2)nc2ccccc12
    -0.1	-1.2	8	13
Cc1ccc2c(c1)C(c1ccccc1Cl)CC(=O)N2 (stereo not given)
    0.0	1.2	1	-1
CCOc1cc(C=O)ccc1OCC(=O)Nc1ccc2c(c1)OCO2
    -0.2	0.5	-1	2
COC(=O)c1nc(NC(=S)NC(=O)c2ccccc2)sc1C
    0.0	2.3	-12	-14
O=S1(=O)N=C(N(CCO)/N=C/c2cc(Cl)ccc2O)c2ccccc21
    0.1	-0.3	-7	26
O=C1N=C(N2CCCCC2)S/C1=C/c1ccc2c(c1)OCO2
    -0.2	-0.4	-22	0
Cc1sc2ncn3c(SCC(=O)N4CCc5ccccc54)nnc3c2c1C
    -0.1	-0.1	-7	-5
N#Cc1cccc(NC(=O)CSC2=NCCS2)c1
    0.3	-1.4	16	21
CCCCOc1ccc(C(=O)NC(Cc2ccc(O)cc2)C(=O)OC)cc1 (stereo not given)
    0.1	-0.4	-5	13
N#C/C(=C\c1ccc(Cl)cc1Cl)c1nc(-c2cccc(Cl)c2)cs1
    0.0	-0.6	-2	-2
Cc1ccc(C(=O)/C=C2\NC(=O)CS2)cc1
    -0.3	-1.1	-39	-3
COc1ccc(NC(=O)Cn2c(C)c(C#N)c3ccccc32)cc1
    0.3	-0.9	-4	6
Cc1ccccc1NC(=S)Nc1c(C)n(C)n(-c2ccccc2)c1=O
    0.2	0.0	8	-9
COc1ccccc1N1C(=O)C2CCC(C)CC2C1=O (stereo not given)
    -0.1	-1.5	-2	4
O=C(c1ccc(N2CCCC2=O)cc1)N1CCN(S(=O)(=O)c2c(F)cccc2F)CC1
    0.2	1.6	-6	12
O=C(NCc1nnc2n1CCN(Cc1ccc3c(c1)OCCO3)CC2)C1CCOC1 (stereo not given)
    -0.1	-1.0	-3	7
CCCCNC(=O)C1CCN(c2nc(C)c3ccc(C)cc3n2)CC1
    0.1	0.9	-11	3
O=C(COC(=O)Cc1ccc(Br)cc1)NCC1CCCO1 (stereo not given)
    0.0	-0.3	-8	-3
COc1cc(CN2CCc3nnc(C(C)C)n3CC2)cc(OC)c1O
    0.1	0.9	0	0
CC1=C(C(=O)c2ccccc2)C(c2cccc([N+](=O)[O-])c2)NC(=O)N1 (stereo not given)
    0.0	-0.7	-4	-1
COc1cc(C(=O)N2c3ccccc3C=Cc3ccccc32)cc(OC)c1OC
    -0.1	1.2	15	-15
CC(=O)Nc1ccc(Nc2nc(Nc3ccc(N4CCOCC4)cc3)nc3c2ncn3CCN2CCCC2=O)cc1
    -0.2	-0.2	4	1
Cc1ccc(-c2nn(CC(=O)NCc3ccccn3)c(=O)c3ccccc23)cc1S(=O)(=O)N(C)C
    -0.1	-1.3	7	9
Cc1cc(S(=O)(=O)N2CCCCC2CCNC(=O)NC(C)(C)C)ccc1F (stereo not given)
    -0.1	0.4	10	0
Cc1nnc(NCc2ccncc2)c2ccccc12
    -0.1	0.1	1	-2
O=[N+]([O-])c1ccc(SCc2ccccc2)c([N+](=O)[O-])c1
    -0.3	-2.1	-4	25
CCOC(=O)CCCSc1nnc(CSc2nc3sc(C)c(C)c3c(=O)[nH]2)n1-c1ccccc1
    0.3	-0.8	18	0
COc1cccc(NC(=O)CN2CCC(Nc3nc4c(c(=O)[nH]3)CCC4)CC2)c1
    0.3	-0.5	4	-10
CN(C)c1ccc(/C=N/NC(=O)C(=O)Nc2ccc(Cl)c(C(F)(F)F)c2)cc1
    1.5	-0.4	7	12
N#Cc1nc(COc2cccc(Cl)c2)oc1NCCCn1ccnc1
    -1.6	0.2	-9	62*
Cc1ccccc1C(=O)Oc1ccc2oc(C)c(C(=O)OC(C)C)c2c1
    0.3	0.3	4	10
CCC(=O)c1ccccc1OCCCN1CCN(Cc2ccccc2)CC1
    -0.1	1.0	4	56*
COc1ccc2c(COC(=O)c3ccc4ncsc4c3)cc(=O)oc2c1
    0.1	1.4	-9	8
O=C(CNC(=O)C12CC3CC(CC(C3)C1)C2)OCc1ccccc1
    -0.3	-0.7	6	-7
O=C(CCNS(=O)(=O)c1cccc2nonc12)NC1CCCCCC1
    -0.2	0.1	-5	-5
O=C(COC(=O)c1ccc(Br)cc1)c1ccc(Br)cc1
    0.1	-0.4	-11	-1
CCc1[nH]n2c(=O)cc(C)nc2c1-c1cccs1
    0.3	0.4	8	6
CN=C(Nc1ccc(F)cc1)c1ccccc1
    0.0	-0.7	-9	6
O=C(O)c1ccccc1C(=O)Cc1ccc(I)cc1
    -0.1	1.6	4	1
COc1cc(OC)c(C2C(C#N)=C(N)OC3=C2C(=O)CC(C)(C)C3)cc1OC (stereo not given)
    0.7	-1.7	11	11
O=C(NN1C(=O)C2C(C1=O)C1C=CC2C12CC2)c1ccccc1 (stereo not given)
    0.0	0.4	13	13
Cc1nn(CCC#N)cc1C=C1C(=O)NC(=O)NC1=O
    -0.3	-0.2	4	17
CCCCc1c(C)c2ccc(OCc3ccc(Cl)cc3)c(C(C)=O)c2oc1=O
    -0.1	-0.4	-5	-11
Cc1ccc(-c2nn(-c3ccccc3)cc2CO)o1
    0.2	1.2	-72	23
c1ccc(-n2cnc3c(NCc4cccnc4)nc(Nc4nccc5ccccc45)nc32)cc1
    0.0	-1.5	-7	21
CCOC(=O)C(=O)Nc1nc(-c2ccc3c(c2)CCN3C(=O)C(C)(C)C)c(C)s1
    0.1	-1.0	3	21
COc1ccc(-c2ccc(/C=C3/SC(N4CCN(C(C)=O)CC4)=NC3=O)o2)cc1
    -0.1	-0.3	8	-10
COc1cc([N+](=O)[O-])ccc1NC(=O)/C=C/c1ccc(OC)c(OC)c1
    0.1	-1.1	-4	-5
CCOC(=O)c1c(SC(CC)C(=O)OCC)nc(=O)[nH]c1C (stereo not given)
    0.1	0.2	17	-2
COc1ccc(NS(=O)(=O)c2cc(C(=O)Nc3ccccc3)ccc2OC)cc1
    0.2	-0.6	2	-1
N#Cc1c2c(c(NCCCO)n3c1nc1ccccc13)CCC2
    -0.1	3.0	10	7
COc1ccc(C2CC(c3ccc(C)cc3)Nc3nnnn32)cc1 (stereo not given)
    0.1	-0.6	3	-10
CCC(C)NC(=O)CSc1ccc(NC(C)=O)cc1 (stereo not given)
    0.2	1.3	-4	17
CC1(C)CC2(CCCN(Cc3nc4c(c(=O)[nH]3)C3(CCCCC3)Cc3ccccc3-4)C2)CCO1 (stereo not given)
    0.1	-0.7	3	4
O=C(CN1CCC2(CC1)NC(=O)c1ccccc1O2)Nc1ccccc1-c1ccccc1
    -0.3	0.1	-5	1

The list goes on.
Results follow in this order: FBW7 activator	GPR151 ag	TEAD-YAP block	MITF primary
COc1ccc(CNC(=O)CN2CCC(C(N)=O)CC2)cc1OC
    -0.1	-0.1	-3	0
CCC(C)c1ccc(NC(=O)CSc2nc3ncccc3[nH]2)cc1 (stereo not given)
    0.1	4.6	-6	0
COc1ccccc1OCCNC(=O)c1ccc(C(C)(C)C)cc1
    0.0	0.9	-47	2
COc1ccc(N2CCN(CC(O)COCCOc3cccc(OC)c3)CC2)cc1 (stereo not given)
    0.1	1.0	10	-3
Cc1ccc(NC(=O)CSCC(=O)NCc2cccs2)c(C)c1
    0.0	-1.2	0	0
Cc1cc(F)ccc1S(=O)(=O)N1CCOCC1
    0.0	-1.5	-13	-4
CCc1sc(NC(=O)C(C)C)nc1-c1ccccc1
    0.9	0.8	12	18
Cc1cccc(NCC(O)Cn2c3ccccc3c3ccccc32)c1C (stereo not given)
    -0.2	0.0	-8	-13
CCNc1nc(NCCc2ccc(O)cc2)c2ncn(CCN3CCCC3=O)c2n1
    -0.1	-0.3	3	-13
Cc1ccc(C(=O)N2CCC3(CC2)CC(=O)c2ccccc2O3)cc1
    0.0	-1.3	7	3
COc1ccc2[nH]c3c(c2c1)CCc1nonc1-3
    0.0	0.6	-1	4
O=c1c2c([nH]c3ccccc13)CCCCCC2
    -0.1	0.1	-2	1
Cc1ccc(NC(=S)N(CCCN2CCCCC2)Cc2ccco2)cc1C
    -0.1	0.5	5	4
O=C(Nc1ccccc1)c1cncc(-c2ccccc2)c1
    0.0	0.0	1	4
c1ccc(-n2cnc3c(NCc4cccnc4)nc(-c4csc5ccccc45)nc32)cc1
    -0.1	1.3	-6	-4
N/C(=N\N=C\c1ccccc1F)c1nonc1N
    0.2	-6.9	-51	6
O=c1[nH]c(N/N=C/c2cccc([N+](=O)[O-])c2)nnc1Cc1ccccc1
    0.0	0.0	0	-3
COC(=O)C(NC(=O)C12CC3CC(CC(Br)(C3)C1)C2)C(C)C (stereo not given)
    0.0	-1.1	2	12
Cc1n(CC(=O)c2ccc(F)cc2)c2ccccc2[n+]1C
    0.1	0.1	-3	1
CCc1ccc(OCC(=O)N2CCN(c3ccccc3)CC2)cc1
    0.0	2.2	8	-20

4 entries from above, arranged by molar mass, descending.
Results follow in this order: FBW7 activator	GPR151 ag	TEAD-YAP block	MITF primary
Cc1ccc(NC(=S)N(CCCN2CCCCC2)Cc2ccco2)cc1C
    -0.1	0.5	5	4
Cc1cccc(NCC(O)Cn2c3ccccc3c3ccccc32)c1C (stereo not given)
    -0.2	0.0	-8	-13
Cc1ccc(C(=O)N2CCC3(CC2)CC(=O)c2ccccc2O3)cc1
    0.0	-1.3	7	3
CCc1ccc(OCC(=O)N2CCN(c3ccccc3)CC2)cc1
    0.0	2.2	8	-20

Later entries:
Results follow in this order: FBW7 activator	GPR151 ag	TEAD-YAP block	MITF primary
CCCc1c(C)[nH]c2ccc(C(=O)OCC)cc2c1=O
    0.7	-0.1	-5	12
CN1CC(=O)N2CCN(Cc3cnn(-c4ccc(F)cc4)c3)C[C@@H]2C1=O
    0.0	0.0	-5	-6
CCC(C)(C)n1nnnc1C(c1ccccc1)N1CCC(C(N)=O)CC1 (stereo not given)
    0.1	-0.4	0	16
NC(=O)CSc1nc(O)cc(=O)n1-c1ccccc1F
    0.1	1.6	2	6
